# CaV13 ICDI inh – Primary screen for inhibitors of IQ motif and Ca2+-dependent inactivation inhibitor domain binding in CACNA1D, Förster resonance energy transfer in living cells, …; AID 743397; inhibition, % at 12.3 µM; 0.098% of 340,000 active; HEK cells, CFP/YFP FRET ICDI-IQ, plate reader, 10 min; percent FRET-ratio fall versus neutral wells;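 active = mean replicate inhibition of at least 30% and at least 1% of replicates passing that level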;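 also: 0% = median of the neutral control wells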
# Shn3 3UTR inh – reduction of Shn3 3'UTR firefly luciferase signal, primary screen, Schnurri-3 inhibitor project, cell-based, Clone20 osteoblasts, set 2 | 0.52% of 360,000 active | Clone20 osteoblast Shn3 3'UTR firefly luciferase, 24 h | inhibition, % at 12.5 µM | AID 588674, 2011;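 active = mean inhibition of at least 75% with every replicate also reaching 75%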;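 also: 0% = median of neutral control wells and 100% = pilot-screen positive control compound; some compounds past the cut are filed as inactive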
# iPSC survival up – enhancers of single-cell hiPSC survival, primary screen, ATPlite luminescence | AID 602274, 2012 | survival enhancement, % at 20 µM | 100% = ROCK inhibitor wells, 0% = DMSO | 0.044% of 360,000 active; in the data active = survival enhancement above about 18%;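 also: cells exposed to compounds for 16 hours before the ATP read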
# Peg3 prom inh – Peg3 promoter-driven luciferase inhibitors, primary screen, cell-based, HeLa, luciferase luminescence | inhibition, % at 20 µM | AID 588405, 2011 | 1.7% of 360,000 active | HeLa PEG-Prom luciferase reporter, overnight;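 active = inhibition of at least 50% at 20 µM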
# HIF-2a inh – HIF-2a reporter inhibitors, primary screen, luminescence, 786-0 RCC cells; inhibition, % at 18.8 µM; 0.72% of 360,000 active; AID 624352, 2012; 786-0 RCC cells HIF-2a reporter, luciferase luminescence, overnight;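 active = inhibition of the luminescence signal of 40% or more relative to plate controls, in a single-dose primary screen at 18.75 µM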
# PDI turbidity – inhibitors of human PDI, primary screen, biochemical, turbidity, single point, plate reader. 0.052% of 350,000 active. Protein disulfide-isomerase (Homo sapiens), P07237. AID 588391, 2011. inhibition, % at 10 µM. PDI insulin aggregation turbidity, A650, 90 min;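 active = mean inhibition across replicates of 30% or more, whatever share of single replicates reach that level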;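 also: absorbance from insulin aggregation driven by PDI reduction with DTT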
# Target sequence (P07237 whole entry, looked up): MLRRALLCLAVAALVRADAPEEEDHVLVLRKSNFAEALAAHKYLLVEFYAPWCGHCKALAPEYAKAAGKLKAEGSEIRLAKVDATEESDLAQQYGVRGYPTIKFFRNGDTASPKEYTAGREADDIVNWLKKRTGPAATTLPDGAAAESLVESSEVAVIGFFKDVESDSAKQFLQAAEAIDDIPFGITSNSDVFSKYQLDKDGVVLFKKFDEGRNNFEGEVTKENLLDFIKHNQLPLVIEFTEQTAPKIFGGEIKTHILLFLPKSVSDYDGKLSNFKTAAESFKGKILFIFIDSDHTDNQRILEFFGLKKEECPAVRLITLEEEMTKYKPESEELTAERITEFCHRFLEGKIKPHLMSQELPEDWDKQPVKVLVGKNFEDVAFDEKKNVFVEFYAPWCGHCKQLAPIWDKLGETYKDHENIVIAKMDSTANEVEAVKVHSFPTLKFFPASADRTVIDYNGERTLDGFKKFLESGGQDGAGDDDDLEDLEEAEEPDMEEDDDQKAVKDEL
# TRPM1 prom inh – inhibitors of MITF-dependent TRPM1 promoter reporter, primary screen, cell-based, SK-MEL-5, single point, luciferase; SK-MEL-5 TRPM1 promoter luciferase, 24 h; inhibition, % at 12.5 µM; 0.83% of 330,000 active;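 active = mean inhibition across replicates of 60% or more, whatever share of single replicates reaches that level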; also: values of inactives mirror those of a sister screen read the other way
# NR2E3 ag-1 – NR2E3 agonists in two-hybrid cells, primary screen, cell-based, luminescence, CHO-S, Gal4-NCOR/VP16-NR2E3 | Photoreceptor-specific nuclear receptor (Homo sapiens), Q9Y5X4 | luciferase | inhibition of corepressor binding, % at 3.98 µM | 0.35% of 360,000 active | AID 602229, 2012;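 active = inhibition above the mean of all tested compounds plus 3 SD, cut at about 70% in these data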;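 also: 0% = DMSO with NR2E3 transfected cells and 100% = cells lacking NR2E3 construct; higher means lower luciferase signal from less NR2E3 corepressor binding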
# NR2E3 ag-2 – inhibitors of NR2E3-RetCOR corepressor binding, primary screen, NR2E3 agonist project, biochemical, TR-FRET, GST-NR2E3, biotin-RetCOR; 1536-well; inhibition of corepressor binding, % at 4.78 µM; 0.12% of 320,000 active; AID 2300, 2010;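 active = percent inhibition above the cutoff of mean plus 3 SD of all tested compounds, set per screening campaign, cut at about 20% in these data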;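 also: 0% = DMSO wells and 100% = biotin wells as full block of FRET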
#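 Material: NR2E3–RetCOR corepressor complex / Amount: 1.35 nM GST-NR2E3 / Medium: Tris pH 7.5 / Compound: single nominal compound dose of 4.8 µM / Incubation: 5 h at 4 °C / Technique: TR-FRET, Eu(K)-anti-GST donor, streptavidin-D2 acceptor, ex 340, em 617/671 nm / Read-out basis: percent loss of FRET ratio relative to control wells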
# m5-HT2A agonist – mouse Htr2a agonists via beta-arrestin recruitment, primary screen, cell-based, luminescence | 5-hydroxytryptamine receptor 2A (Mus musculus), P35363 | 0.66% of 360,000 active | AID 624169, 2012 | activation, % at 7.6 µM | CHO-K1 mHTR2A beta-arrestin complementation; percent of 30 µM serotonin response;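 active = activation above a run cutoff, the mean activation of all tested compounds plus 3 SD, cut at about 14% in these data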;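 also: 0% = plate median of compound wells and 100% = 30 µM serotonin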
# Target sequence (P35363 whole entry, looked up): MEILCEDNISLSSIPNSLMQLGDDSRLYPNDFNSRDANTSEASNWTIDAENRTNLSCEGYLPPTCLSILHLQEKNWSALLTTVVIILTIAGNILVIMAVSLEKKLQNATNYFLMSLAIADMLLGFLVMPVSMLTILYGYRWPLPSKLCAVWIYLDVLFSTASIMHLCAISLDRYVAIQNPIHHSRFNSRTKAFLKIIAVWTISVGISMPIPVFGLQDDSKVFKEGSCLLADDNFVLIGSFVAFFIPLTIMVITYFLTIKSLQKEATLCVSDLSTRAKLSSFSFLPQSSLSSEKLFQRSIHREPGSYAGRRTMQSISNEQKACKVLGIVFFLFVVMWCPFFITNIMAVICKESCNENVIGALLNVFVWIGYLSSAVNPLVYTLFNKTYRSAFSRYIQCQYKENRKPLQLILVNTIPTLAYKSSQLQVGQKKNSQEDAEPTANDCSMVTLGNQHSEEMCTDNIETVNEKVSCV
# Cardio protect – cardioprotection against H2O2-induced cell death, primary screen, uHTS, H9c2 cells, ATPLite luminescence. H9c2 cardiomyocytes, H2O2 injury protection, 2 h. protection from H2O2 cell death, % at 20 µM. 0.63% of 360,000 active. AID 588492, 2011;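 active = compounds giving at least 50% protection of heart cells from peroxide-induced death in the single-dose screen, raw or plate-pattern-corrected value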;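 also: 0% = DMSO wells with peroxide and 100% = DMSO wells without peroxide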
# * hit, by the source's call; . = no result given; & = joins results of further samples.
SMILES,HIF-2a inh,NR2E3 ag-2,m5-HT2A agonist,Peg3 prom inh,Cardio protect,iPSC survival up,TRPM1 prom inh,NR2E3 ag-1,CaV13 ICDI inh,PDI turbidity,Shn3 3UTR inh
COc1ccc(C(=O)Nn2c(C)nc3ccccc3c2=O)cc1Br,13.4,-0.8,-4.0,19.9,13.7,0.4,5.1,-3.5,-4.2,-6.2,1.4
O=C(CN(Cc1ccccc1F)C(=O)c1csnn1)NCc1ccc2c(c1)OCO2,2.3,4.7,3.9,11.3,3.9,-0.3,-3.8,13.2,-5.4,5.9,-0.7
CN(CCCN1CCCCC1)C(=O)CCc1nnc(C2CCCCC2)o1,0.5,2.9,-1.0,-10.5,4.9,-0.5,-5.7,4.8,-5.6,-8.5,-13.1
COc1ccc(CCN(Cc2cc3ccc(C)cc3[nH]c2=O)C(C)=O)cc1OC,14.6,-7.9,-0.2,12.1,-7.2,-0.6,-16.3,-33.0,-6.5,-1.7,15.3
CCOC(=O)CSc1ccccn1,13.5,0.5,0.1,6.7,2.5,-0.4,0.5,4.5,-3.9,6.3,11.3
CCC(C)c1ccccc1NC(=O)Cc1coc2cc3c(cc12)CCC3 (centres undefined),14.5,-4.7,-2.4,17.5,-4.5,-0.3,0.0,-21.9,-1.8,8.0,8.7
CC1Cc2ccccc2N1C1=CC(=O)CCC1 (centres undefined),11.8,-1.3,5.3,2.7,-15.0,0.1,14.2,-22.3,-5.5,6.8,25.6
Cc1ccccc1CNC(=O)C1CCC(=O)N(CC2CCCCC2)C1 (centres undefined),9.7,1.3,2.5,5.5,-3.1,0.1,-1.3,11.1,.,-1.3,8.1
O=C(CN1C(=O)c2ccccc2C1=O)N1CCN(c2ccccc2)CC1,9.1,-1.2,2.1,6.2,10.4,0.6,-3.4,-14.0,-2.9,1.4,-23.7
C(=N\n1cnnc1)/c1ccc(N2CCOCC2)s1,5.8,0.6,3.9,2.0,-4.2,4.6,8.1,-26.9,-5.3,8.4,-13.7
COCCOC(=O)c1nccnc1C(=O)Nc1ccc(S(=O)(=O)N2CCOCC2)cc1,9.2,-7.1,-3.9,4.5,0.1,0.4,1.9,9.2,-21.6,-1.4,3.1
Cc1ccc(-n2c(C)cc(/C=N/NC(=O)c3ccc(CN4CCOCC4)cc3)c2C)cc1,-5.6,4.2,-4.2,-5.6,-6.9,3.9,9.7,-22.1,-2.4,-5.4,2.3
COc1ccc(-c2cn(-c3ccccc3)c3[n+]2CCS3)cc1,-31.9&7.3,-1.4&-0.3,5.6&4.8,-3.2&10.5,-26.4&-20.5,-2.8&-1.0,41.0&29.5,1.9&-17.3,-7.1&-5.5,-3.4&12.2,69.4&80.0
Cc1ccc([C@H]2C[C@@H](n3cc(COC(=O)c4ccccc4)nn3)[C@H](O)CN2C(=O)c2cccs2)cc1,7.5,.,-1.8,-10.8,-7.6,0.4,.,-2.3,-5.5,-7.3,-3.4
CN1C(=O)Cc2cc(S(=O)(=O)NCCc3ccc(Cl)cc3)ccc21,7.7,2.1,-3.3,-11.2,3.2,0.3,0.9,-7.1,-13.2,9.6,-27.9
COCc1nc(-c2ccc(-c3ccc(OC)cc3)nc2OC)no1,-220.7,3.5,10.0,-150.6,-9.8,3.5,-17.6,-79.0,-6.7,8.4,-16.7
Nc1ncc(S(=O)(=O)c2ccc([N+](=O)[O-])cc2)s1,-17.3,.,4.4,-5.1,3.1,-2.3,53.1,3.4,-6.8,1.7,59.2
N#C/C(=C/c1ccc(-c2ccc(S(N)(=O)=O)cc2)o1)c1nc2ccccc2s1,-91.8,-0.1,-3.5,-9.8,23.2,-0.4,18.6,-1.8,-12.2,-8.2,10.6
COCCCN(Cc1ccco1)C(=O)CSc1nc2ncccc2[nH]1,2.5,-0.7,3.4,3.3,-1.5,1.4,-12.7,-13.2,-3.3,13.7,-11.3
Cc1nc2ccc(NC3=NCCCCC3)cc2s1,22.6,3.0,0.8,-0.1,-0.8,-0.3,-0.9,-7.1,-3.8,-1.7,-8.6
Cc1noc2ncnc(N3CCCCC3)c12,11.4,1.9,3.4,14.9,-14.1,1.5,19.2,-2.3,-2.2,0.1,8.3
O=C(CCn1c(=O)oc2ccccc21)Nc1ccc2c(c1)OCCO2,-185.1,-1.7,8.1,-114.8,-1.3,0.4,-43.9,-23.8,-2.9,.,-39.1
O=C(c1cccs1)n1nc(-c2cccnc2)nc1NCc1ccco1,-1.1,.,5.5,-13.5,40.5,0.0,-10.4,-32.1,-5.7,-13.6,-18.1
CCN(CC)S(=O)(=O)c1cccc(-c2nnc(SC(C)C#N)n2Cc2ccccc2)c1 (centres undefined),19.9,-3.7,-5.4,-40.8,7.0,2.2,4.0,-20.1,-4.6,2.2,21.9
CC1(C)Oc2ccc(C(=O)N3CCc4ccccc43)cc2N(CC(=O)N2CCCC2)C1=O,32.3,1.6,11.8,16.7,5.5,-0.6,8.5,-0.9,-4.7,8.3,0.8
CN(CC(=O)O)S(=O)(=O)c1ccc(F)cc1,2.5,1.7,-0.3,8.2,14.5,1.5,-1.0,-22.7,-13.2,5.8,-32.6
Cc1c(NC(=S)NC(NC(=O)CC(C)C)C(Cl)(Cl)Cl)c(=O)n(-c2ccccc2)n1C (centres undefined),19.2,-0.5,1.1,12.8,6.4,0.2,11.7,-13.2,-20.0,-2.7,15.0
Cc1ccc(C2C(=O)N(C3CCC(C)CC3)CC(=O)N2C2CC2)cc1 (centres undefined),-30.5,-1.8,-2.2,6.4,10.7,-0.5,-4.0,-8.5,-4.2,2.8,1.1
O=C(CSc1nnnn1-c1ccc2c(c1)OCCO2)N1CCN(C(=O)c2ccco2)CC1,11.3,-3.4,-1.1,9.9,-2.2,0.8,-2.5,4.2,-3.7,-0.9,5.6
Cn1c2[n+](c3ccc(Cl)cc3c1=O)Cc1ccccc1-2,7.3,-4.5,-0.1,8.5,1.5,0.1,12.9,15.8,-20.5,13.2,8.5

# Profiles, looked up by structure. Order of screens: HIF-2a inh	NR2E3 ag-2	m5-HT2A agonist	Peg3 prom inh	Cardio protect	iPSC survival up	TRPM1 prom inh	NR2E3 ag-1	CaV13 ICDI inh	PDI turbidity	Shn3 3UTR inh
# Cc1noc2ncnc(N3CCCCC3)c12 in the list: 11.4	1.9	3.4	14.9	-14.1	1.5	19.2	-2.3	-2.2	0.1	8.3
# COc1ccc(CCN(Cc2cc3ccc(C)cc3[nH]c2=O)C(C)=O)cc1OC in the list: 14.6	-7.9	-0.2	12.1	-7.2	-0.6	-16.3	-33.0	-6.5	-1.7	15.3

# Continued.
SMILES,HIF-2a inh,NR2E3 ag-2,m5-HT2A agonist,Peg3 prom inh,Cardio protect,iPSC survival up,TRPM1 prom inh,NR2E3 ag-1,CaV13 ICDI inh,PDI turbidity,Shn3 3UTR inh
O=C(/C=C/c1ccc([N+](=O)[O-])cc1)NCCc1ccccc1,-9.4,0.4,-3.9,-24.8,0.7,-1.9,-14.2,-21.6,-4.0,10.1,-28.5
COC(=O)C1CCN(C(=O)COC(=O)CC(NC(C)=O)c2ccccc2)CC1 (centres undefined),3.8,5.3,2.3,3.3,0.3,6.0,2.9,4.1,-8.3,0.2,9.6
CC(C)CN(C(=O)CN1CCN(c2cccc(Cl)c2)CC1)c1c(N)n(CC(C)C)c(=O)[nH]c1=O,16.3,4.4,0.2,7.1,-3.8,0.6,-1.1,13.1,-5.2,-11.9,-7.0
C[C@@H]1CN([C@H](C)CO)C(=O)CCCn2cc(nn2)CO[C@H]1CN(C)S(=O)(=O)c1ccc2ccccc2c1,-1.3,.,-4.8,-8.6,-14.0,2.3,.,-2.4,-2.6,1.7,-13.7
Cc1ccc(N(Cc2cc3ccccc3[nH]c2=O)S(C)(=O)=O)cc1,14.7,0.5,-2.2,21.2,-2.6,1.1,12.5,-20.5,-5.4,-0.8,-0.3
O=C(COc1ccccc1)Nc1nnc(-c2ccccc2)o1,-1.2,3.9,-1.0,-3.7,24.4,-1.5,.,6.0,-5.2,11.1,7.0
CCOC(=O)C1CCN(S(=O)(=O)c2ccc(Cl)cc2)CC1,7.6,4.2,-5.9,5.4,-4.4,0.7,4.0,2.4,-2.7,7.3,-10.1
Cc1ccc(S(=O)(=O)c2nnn3c2nc(N2CCOCC2)c2ccccc23)cc1C,17.3,2.5,-0.5,18.2,12.5,-0.5,7.9,-25.0,-4.1,4.2,11.5
COc1ccc(C(=O)NNC(=O)c2ccc(F)c(S(=O)(=O)N3CCOCC3)c2)cc1,11.3,.,4.2,3.9,-4.1,15.2,6.3,-12.5,-11.0,-1.3,-2.2
COC(=O)c1ccc(Cn2cc(C(F)(F)F)ccc2=O)cc1,21.4,-1.0,-1.3,0.7,0.6,0.1,-5.2,-4.1,-5.4,4.6,10.3
CC(C)=NOc1nc(N(C)C)nc(N(C)C)n1,23.2,-6.1,-1.1,9.8,4.2,0.5,-6.3,24.7,-2.8,3.9,-15.2
N=c1sc2ccccc2n1-c1ccccc1,-13.3,1.6,-6.8,21.6,4.3,-1.4,-0.5,-23.3,-4.4,3.2,6.9
O=C(COC(=O)/C=C/c1ccccc1)NCCc1ccc(F)cc1,-1.0,.,0.6,12.8,2.5,-2.2,1.2,-4.9,.,-1.5,-35.9
CN(CC1CCCN(CCc2ccc(Cl)cc2)C1)C(=O)c1ccco1 (centres undefined),10.3,-5.0,-15.2,8.7,1.9,-0.4,3.6,-7.7,-1.2,1.1,8.7
Cc1cccc(NC(=S)N(CCN(C)C)Cc2cc3cc(C)cc(C)c3[nH]c2=O)c1,3.1,-1.1,-1.8,-12.2,18.3,-1.4,0.3,3.0,-6.3,-3.7,-5.7
CC[C@@]1(C(=O)OC)N[C@H](CN(C)C(=O)Nc2ccc(OC)cc2)[C@@H]2C(=O)N(C)C(=O)[C@@H]21,-13.1,.,1.9,-8.9,8.9,-0.3,-6.8,1.4,-6.7,-12.3,-11.7
Cc1ccc(S(=O)(=O)CNC(=S)c2ccc3ccccc3c2)cc1,-10.0,7.0,-3.5,-9.8,0.6,1.5,-1.1,2.8,-7.2,2.8,-9.6
CC(=O)c1cc2c(cc1N(C(=O)c1ccco1)C(C(=O)NC1CCCC1)c1ccccc1F)OCO2 (centres undefined),9.6,0.1,-0.3,4.6,4.6,-0.7,9.2,-6.0,0.9,3.8,-2.5

# Screening data deposited in PubChem by several laboratories.
